# Source: PubChem BioAssay
# EPAC2 antag = blocks human EPAC2 exchange factor; EPAC2 GEF exchange of Rap1B-BODIPY-GDP, fluorescence; Potency, µM (doses to about 114 µM), for inactives: top-dose activity, negative = inhibition, most hits filed as inhibitors; 360,000 compounds, 0.18% hits; AID 720708; also: potency is read from the fitted curve at half-maximal effect; % is scaled to controls: 0 for no effect and ±100 for the full control effect; nearly all actives have a fitted effect of over 45% in size; many of its hits are not listed in these tables
# EPAC2 ag = activates human EPAC2 exchange factor. EPAC2 activation, biochemical qHTS; response scale: 100% = 6.5 mM cAMP response. AID 720711. 360,000 compounds, 0.079% hits. Potency, µM (highest dose often 154 µM), inactives show at the top dose activation, usual class: activators; also: potency is read from the fitted curve at half-maximal effect; nearly all actives have a fitted effect of over 50% in size
#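 Compounds were added across a concentration range to EPAC2 (100 nM), RAP1B-BODIPY-GDP (250 nM) and GDP (50 uM). After 5 min at room temperature, fluorescence was recorded at 5-min intervals for 30 min.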
# PTHR1 agonist = activates the human parathyroid hormone receptor PTHR1. Q03431. HEK293 GP2 PTHR1 cells, GloSensor cAMP luminescence, 1 h. Potency, µM (top dose mostly 115 µM), inactives show top-dose activation, usual class: activators. 410,000 compounds, 0.075% hits. AID 743266; also: potency is read from the fitted curve at half-maximal effect; nearly all actives have a fitted effect of over 55% in size; some results filed as inactive show a strong effect at the top dose; inactives centre near -15; many of its hits are not listed in these tables
# Target sequence (Q03431 whole entry, looked up): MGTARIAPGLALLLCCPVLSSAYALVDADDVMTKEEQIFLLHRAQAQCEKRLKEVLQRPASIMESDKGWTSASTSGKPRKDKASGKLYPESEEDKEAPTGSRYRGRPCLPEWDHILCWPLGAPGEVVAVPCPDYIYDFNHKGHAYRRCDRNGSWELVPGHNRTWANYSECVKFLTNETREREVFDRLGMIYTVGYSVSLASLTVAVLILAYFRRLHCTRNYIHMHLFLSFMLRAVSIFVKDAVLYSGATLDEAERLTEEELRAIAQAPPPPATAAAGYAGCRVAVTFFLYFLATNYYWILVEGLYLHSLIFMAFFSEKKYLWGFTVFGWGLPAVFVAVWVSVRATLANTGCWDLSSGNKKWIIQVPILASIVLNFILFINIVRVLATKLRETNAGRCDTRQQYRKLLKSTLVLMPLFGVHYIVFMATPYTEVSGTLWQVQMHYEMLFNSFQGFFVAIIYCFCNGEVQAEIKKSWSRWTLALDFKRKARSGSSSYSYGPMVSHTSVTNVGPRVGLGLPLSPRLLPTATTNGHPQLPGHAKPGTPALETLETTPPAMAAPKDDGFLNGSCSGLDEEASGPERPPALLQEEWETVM
#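 HEK-293-derived GP2 cells expressing PTHR1 and a GloSensor cAMP reporter, 3,000/well, plated overnight, given luciferin plus IBMX (each 0.5 mM as added) for 1 h at 37 °C, then compound for 1 h at 37 °C. Luminescence was read after 15 min at room temperature.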
# CCT modulator = changes cytosolic chaperonin activity | activity change, % (no concentration beside the values), hits read low | purified chaperonin ATPase assay, HTRF ADP detection, 30 min | 360,000 compounds, 0.3% hits; in the data active = activity change below about -30%; also: % is scaled to controls: 0 for no effect and ±100 for the full control effect
#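 Nucleotide hydrolysis assay: TRiC at 20–40 nM final (set by batch activity) with 10 uM ATP, 30 min at 37 °C, in presence of 76 uM compound. Detection by competitive ADP HTRF, 30 min ambient.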
# pAkt inh = inhibitors of Akt phosphorylation | Neuro2A IGF-stimulated pAkt S473 HTRF, 20 min; active compounds read low | activity change, % for hits at 50 µM | 360,000 compounds, 0.32% hits | AID 651550; in the data active = activity change below about -80%; inconclusive = mostly about -51% to -80%; also: % is scaled to controls: 0 for no effect and ±100 for the full control effect
#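 Neuro2A cells (4,500/well, DMEM with 0.5% FBS) were treated with compound at a single 50 µM final concentration, stimulated with 6 nM IGF for 20 min at 37 °C, and lysed. Phospho-Akt Ser473 was read by HTRF as 665/615 ratio ×10^4.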
# D3 antag = blocks the human D3 dopamine receptor | D3R cells, DiscoveRx beta-arrestin luminescence, antagonist mode; active compounds read low | 360,000 compounds, 2.5% hits | max response, negative = inhibition, % | P35462; in the data active = max response below about -50%; inconclusive = no clear call, values can overlap the other calls; also: % is scaled to controls: 0 for no effect and ±100 for the full control effect; mostly tested at two doses, the higher about 12 µM
# Target sequence (P35462 whole entry, looked up): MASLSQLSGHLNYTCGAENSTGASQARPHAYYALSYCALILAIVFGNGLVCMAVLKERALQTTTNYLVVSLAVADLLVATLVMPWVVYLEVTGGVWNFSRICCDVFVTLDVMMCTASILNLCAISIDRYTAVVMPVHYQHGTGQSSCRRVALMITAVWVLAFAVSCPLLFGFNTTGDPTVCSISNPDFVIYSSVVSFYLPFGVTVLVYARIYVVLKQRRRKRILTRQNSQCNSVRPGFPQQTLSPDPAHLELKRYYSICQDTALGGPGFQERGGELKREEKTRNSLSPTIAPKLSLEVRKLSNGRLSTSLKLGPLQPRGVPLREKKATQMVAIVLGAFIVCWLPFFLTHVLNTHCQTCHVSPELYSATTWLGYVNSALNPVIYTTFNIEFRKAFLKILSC
#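 Cells plated overnight at 1500 cells/well, then exposed to library compounds with dopamine controls for 90 minutes at 37 degrees C. DiscoveRx reagent added for 30–60 minutes at room temperature; luminescence read, quantitative HTS format.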
# DRD3 agonist = agonists of human D3 dopamine receptor. P35462. D3R DiscoveRx beta-arrestin cells, luminescence, 90 min. max activation, %. 410,000 compounds, 0.58% hits; in the data active = max activation above about 30%; also: 0% is about no effect; mostly tested at two doses, the higher about 12 µM
#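 Agonist-mode cell screen: cells plated at 1500/well and incubated overnight at 37 °C, then exposed to library compounds for 90 min at 37 °C. Detection reagent was added for 30–60 min at room temperature, and luminescence was read.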
# MmCpn inh = inhibitors of Methanococcus maripaludis chaperonin (MmCpn); purified Mm-Cpn ATPase, ADP Transcreener TR-FRET; 330,000 compounds, 0.031% hits; Potency, µM (top dose mostly 76.9 µM), inactives show top-dose activity, negative = inhibition, usual class: inhibitors; also: potency is read from the fitted curve at half-maximal effect; % is scaled to controls: 0 for no effect and ±100 for the full control effect; nearly all actives have a fitted effect of over 80% in size
#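 Purified archaeal Mm-CPN (25nM final) preincubated 10 min at 37degC with compound, then 10uM ATP for 30 min at 37degC; ADP measured by HTRF Transcreener TR-FRET; buffer 30 mM TRIS pH 7.4, 100mM KCl, 5mM MgCl2, 1mM DTT.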
# * marks the source's active call; other numbers are inactive results; i = inactive; ? = inconclusive; · = no result given; [ ] = dose if it differs, or a comment. Unless noted, calls follow the shape of the dose curve; as a rule, active = well fitted curve in the direction sought with a large enough effect; inconclusive = small, poorly fitted or top-dose-only effect, or another doubt; inactive = no such curve, though single readings can be large; an effect the other way counts as inactive or inconclusive.
# Results follow in this order: EPAC2 antag	EPAC2 ag	PTHR1 agonist	CCT modulator	pAkt inh	D3 antag	DRD3 agonist	MmCpn inh
1) O=C(COC(=O)c1cc(=O)[nH]c2ccccc12)Nc1nc(-c2ccc(F)cc2)cs1
    0%	7%	-49%[inhibitor]	-3.0	i	58	18	·
2) CCCOc1ccc(/C=N/NC(=O)CN2CCCCC2)cc1OCC
    -7%	6%	?	0.5	i	1	8	0%
3) CCOC(=O)N1CCN(S(=O)(=O)c2cc(OCC(=O)NC3CCCCC3)c(C)cc2Cl)CC1
    -1%	10%	-23%	-0.2	·	?	-10	-1%
4) CCn1cc(C(=O)O)c(=O)c2cnc(N3CCN(C(=S)NC(=O)c4ccc(F)c(F)c4)CC3)nc21
    -21%	-5%	i	-0.5	i	-23	2	2%
5) O=C(Nc1cc(C(F)(F)F)ccc1N1CCOCC1)c1ccc(Cl)nc1
    -4%	11%	-33%[inhibitor][57.5 µM]	-1.0	i	22	5	-1%
6) COc1ccc(C(=O)N2CCCC(Nc3ccc(F)cc3)C2)c(OC)c1 (configuration not stated)
    -3%	6%	-11%	0.6	i	1	2	1%
7) N#Cc1ccc(CN2CCN(C(=O)c3ccccc3)CC2)c(Cl)c1
    4%	1%	-13%[57.5 µM]	-1.0	i	15	2	0%
8) CC(=O)N1CCSc2ccc(S(=O)(=O)NCc3ccc(F)cc3)cc21
    4%	1%	-29%	-1.2	i	15	-3	-3%
9) O=C(Nc1ccncc1)c1ccc2ncsc2c1
    2%	3%	i	4.4	i	8	-12	-2%
10) Cc1ccc(N/N=C/c2c(C)c(C#N)c(=O)n(C)c2O)cc1C
    -3%	6%	-2%	0.7	i	-9	-3	-3%

# Next part.
# Results follow in this order: EPAC2 antag	EPAC2 ag	PTHR1 agonist	CCT modulator	pAkt inh	D3 antag	DRD3 agonist	MmCpn inh
11) COc1cccc(NC(=O)OCCN2CCN(Cc3ccccc3)CCC2=O)c1
    0%	1%	i	1.3	i	19	44*	2%
12) O=C(COC(=O)COc1ccc(Cl)cc1Br)NC1CCCC1
    -5%	7%	i	-1.9	i	-22	-3	·
13) O=c1[nH]c(O)c(/C=C2\C=Nc3ccccc32)[nH]1
    8%	6%	i	1.2	i	8	3	-8%
14) Cc1ccnc(NC(=O)CCNC(=O)c2ccccc2Cl)c1
    7%	4%	-23%	1.0	i	10	9	-1%
15) O=C(N/N=C/c1ccc([N+](=O)[O-])o1)c1cn(-c2ccccc2)nc1-c1ccccc1
    13%	0%	-8%	0.0	i	14	1	0%
16) COc1ccc(CN(CC(=O)NCCC(C)C)C(=O)CCC(=O)Nc2nccs2)cc1
    3%	2%	-20%	-1.6	i	-2	-6	-2%
17) Oc1ccc(-c2csc(Nc3cccc4ccccc34)n2)cc1O
    -5%	5%	i	1.8	i	7	-1	-1%
18) Cc1ccc(NC(=S)N2CCCC2)cc1Cl
    0%	0%	i	-1.4	i	12	1	1%
19) COc1ccc(-c2nn3c(-c4ccco4)nnc3s2)cc1OC
    2%	3%	i	-2.3	i	25	6	-5%
20) O=C1c2ccc3c4c(ccc(c24)C(=O)N1c1ccc(O)cc1)C(=O)N(c1ccc(O)cc1)C3=O
    9%	7%	i	0.8	i	1	7	-4%

# Continuation.
# Results follow in this order: EPAC2 antag	EPAC2 ag	PTHR1 agonist	CCT modulator	pAkt inh	D3 antag	DRD3 agonist	MmCpn inh
21) CCOC(=O)c1[nH]nc(N)c1NC(=O)c1ccc(Cl)cc1Cl
    -1%	9%	-18%[57.5 µM]	0.1	i	-20	-11	0%
22) COc1cccc(/C(O)=C2\C(=O)C(=O)N(c3ccccn3)C2c2cccc(OC)c2OC)c1 (configuration not stated)
    11%	-1%	i	-3.1	i	6	8	1%
23) COCOCCn1cc(CN2CCS(=O)(=O)N(Cc3ccc(-c4ccncc4)cc3)C(C)C2=O)nn1 (configuration not stated)
    2%	9%	-25%	0.4	i	-6	-7	·
24) O=C(NN=C1CCCC1)c1sc2ccccc2c1Cl
    -19%	7%	i	-1.4	i	-3	3	1%
25) COc1ccccc1NCCC(=O)OCC(=O)NC1CCCC(C)C1C (configuration not stated)
    3%	3%	i	-0.8	i	1	-3	1%
26) O=C(CNS(=O)(=O)c1ccccc1)N1CCc2ccccc2C1
    -3%	4%	-13%	-1.4	i	?	2	0%
27) O=c1[nH][nH]c(C(F)(F)F)c1C=Nc1ccccc1
    1%	-2%	-18%[57.5 µM]	1.3	i	-54*	-4	0%
28) O=C1NC(c2cccc3ccccc23)Nc2ccc(Cl)cc21 (configuration not stated)
    -8%	5%	-13%	0.5	i	0	-1	·
29) Cc1c(C(=O)Nc2ccc(S(=O)(=O)NCC3CCCO3)cc2)cccc1[N+](=O)[O-] (configuration not stated)
    -7%	0%	-24%	2.0	i	-10	1	1%
30) Cc1cc(/C=C(\C#N)C(=O)OCC#N)c(C)n1CC(C)C
    -4%	-8%	i	0.8	i	9	-10	0%

# Record cards (already shown).
# O=c1[nH][nH]c(C(F)(F)F)c1C=Nc1ccccc1 as listed: EPAC2 antag = 1%; EPAC2 ag = -2%; PTHR1 agonist = -18%[57.5 µM]; CCT modulator = 1.3; pAkt inh = i; D3 antag = -54*; DRD3 agonist = -4; MmCpn inh = 0%
# CCn1cc(C(=O)O)c(=O)c2cnc(N3CCN(C(=S)NC(=O)c4ccc(F)c(F)c4)CC3)nc21 as listed: EPAC2 antag = -21%; EPAC2 ag = -5%; PTHR1 agonist = i; CCT modulator = -0.5; pAkt inh = i; D3 antag = -23; DRD3 agonist = 2; MmCpn inh = 2%

# By substructure: the compounds so far with a CF3 group
# Results follow in this order: EPAC2 antag	EPAC2 ag	PTHR1 agonist	CCT modulator	pAkt inh	D3 antag	DRD3 agonist	MmCpn inh
5) O=C(Nc1cc(C(F)(F)F)ccc1N1CCOCC1)c1ccc(Cl)nc1
    -4%	11%	-33%[inhibitor][57.5 µM]	-1.0	i	22	5	-1%
27) O=c1[nH][nH]c(C(F)(F)F)c1C=Nc1ccccc1
    1%	-2%	-18%[57.5 µM]	1.3	i	-54*	-4	0%

# Following part.
# Key to letters: A = EPAC2 antag; B = EPAC2 ag; C = PTHR1 agonist; D = CCT modulator; E = pAkt inh; F = D3 antag; G = DRD3 agonist; H = MmCpn inh
[31] CC(=O)c1ccc(OCc2cc(C(=O)NCCc3ccc(Cl)cc3)no2)cc1
  A: -1% | B: 2% | C: i | D: -1.8 | E: i | F: 1 | G: -1 | H: 2%
[32] CC(C)c1nc2sc3c(=O)[nH]c(=S)[nH]c3c2c2c1CCCC2
  A: -19% | B: -8% | C: i | D: -0.1 | E: i | F: -1 | G: 16 | H: -12%
[33] CC(=O)C1=C(C)N(Cc2ccccc2)C(=O)N[C@H]1CCc1ccccc1
  A: ? | B: 1% | C: -35%[inhibitor] | D: -0.7 | E: i | F: -14 | G: 13 | H: 0%
[34] COc1ccc(CCCNC(=O)C2Cc3c(-c4cccc(NC(C)=O)c4)ccnc3O2)cc1 (configuration not stated)
  A: 0% | B: -1% | C: -94%[inhibitor] | D: 2.0 | E: i | F: -24 | G: 0 | H: ·
[35] Cc1ccc(-c2ccc(C(=O)Nc3ccccc3)o2)c2ccccc12
  A: 2% | B: 6% | C: -54%[inhibitor] | D: 0.2 | E: i | F: 8 | G: 1 | H: -23%
[36] N/C(=N\OC(=O)c1cccnc1)c1ccccc1Cl
  A: 1% | B: 4% | C: -41%[inhibitor] | D: -0.2 | E: i | F: 7 | G: 0 | H: 0%
[37] COc1ccc(NC(=O)/C(Cl)=C(/Cl)S(=O)Cc2ccc(Cl)cc2)cn1 (configuration not stated)
  A: -5% | B: -6% | C: -41%[inhibitor] | D: 0.2 | E: i | F: -116* | G: -33 | H: -2%
[38] COc1ccc(Cl)cc1NC(=O)C1CC(c2ccccc2O)=NO1 (configuration not stated)
  A: -12% | B: 6% | C: -21% | D: -2.7 | E: i | F: -3 | G: 2 | H: -2%
[39] O=C(NCCOc1cccc(Cl)c1Cl)c1cc(-n2cnnc2)ccc1Cl
  A: 2% | B: 2% | C: i | D: -1.2 | E: · | F: 17 | G: -6 | H: -14%
[40] CCOC(=O)C1(C)CCCN(C(=O)c2cccnc2)C1 (configuration not stated)
  A: 1% | B: 2% | C: i | D: -0.5 | E: i | F: -22 | G: -6 | H: ·
[41] CC(=O)N1c2cc3ccccc3cc2N(C(C)=O)c2cc3ccccc3cc21
  A: 9% | B: -1% | C: -15% | D: -1.6 | E: i | F: 26 | G: 26 | H: ·
[42] CCC(=O)NNC(=O)c1cc(COc2cc(Cl)cc(Cl)c2)on1
  A: 0% | B: 5% | C: -6% | D: -2.0 | E: i | F: 4 | G: 1 | H: 1%
[43] CC1=C(C(=O)Nc2ccccc2C)C(c2ccc(C)o2)NC(=S)N1 (configuration not stated)
  A: 13% | B: -6% | C: i | D: 0.0 | E: i | F: 6 | G: 4 | H: 1%
[44] CC(C)CNC(=O)COC(=O)CCC(=O)c1ccc(Cl)cc1
  A: 6% | B: -6% | C: i | D: -2.2 | E: i | F: 1 | G: 9 | H: 3%
[45] Cc1ccccc1CS(=O)(=O)c1nnc([C@H](Cc2ccccc2)NC(=O)OC(C)(C)C)o1
  A: -11% | B: 3% | C: -19%[57.5 µM] | D: -3.4 | E: i | F: -53* | G: -31 | H: -2%
[46] O=C(COc1ccc(F)cc1)NCCN1CCCC1
  A: -1% | B: 6% | C: -20% | D: -1.5 | E: i | F: -57* | G: -15 | H: 0%
[47] Cc1ncc(N=Nc2ccccc2Cl)c(-c2ccccc2)n1
  A: -10% | B: 14% | C: -1% | D: -0.8 | E: i | F: 0 | G: 0 | H: 2%
[48] C=CCNC(=O)C(=O)Nc1cc2c3c(c1)CCC(=O)N3CCC2
  A: 1% | B: 11% | C: i | D: -0.1 | E: · | F: 3 | G: 4 | H: 1%

# A second format for part of the listing above:
43) CC1=C(C(=O)Nc2ccccc2C)C(c2ccc(C)o2)NC(=S)N1 (configuration not stated)
  EPAC2 antag: 13%
  EPAC2 ag: -6%
  PTHR1 agonist: i
  CCT modulator: 0.0
  pAkt inh: i
  D3 antag: 6
  DRD3 agonist: 4
  MmCpn inh: 1%

44) CC(C)CNC(=O)COC(=O)CCC(=O)c1ccc(Cl)cc1
  EPAC2 antag: 6%
  EPAC2 ag: -6%
  PTHR1 agonist: i
  CCT modulator: -2.2
  pAkt inh: i
  D3 antag: 1
  DRD3 agonist: 9
  MmCpn inh: 3%

# These rows are one share of the data; count on the stated rates, not on these rows.
